VIM-2 inh = blocks Pseudomonas aeruginosa VIM-2 metallo-beta-lactamase; purified VIM-2, nitrocefin hydrolysis, epi-absorbance fluorescence; inhibition, % at 5.6 µM; 290,000 tested, 0.89% active;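 active = inhibition above the mean of all tested compounds plus 3 SD, cutoff set per screening run, cut at about 7.5% in these data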;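 also: red hydrolysis product quenches plate fluorescence so inhibitors raise well fluorescence; 0% = enzyme with DMSO and 100% = DMSO without enzyme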
NS3 helicase inh = blocks Hepatitis C virus NS3 helicase unwinding; NS3 helicase DNA unwinding, Cy5 molecular beacon fluorescence; AID 1800; inhibition, % at 10.9 µM; 290,000 tested, 0.56% active;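 active = inhibition above the mean of all tested compounds plus 3 SD, set per campaign, cut at about 35% in these data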;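 also: 0% = DMSO wells and 100% = thioflavine S control wells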
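Test system: hepatitis C virus NS3 helicase domain fragment enzyme. Also added: annealed dual-labelled DNA beacon duplex, ATP-started. Timing: 60 min unwinding reaction at 25 °C after ATP addition. Technique: Cy5 fluorescence. Measure: % inhibition of unwinding.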
IMP-1 inhibitor = blocks Pseudomonas aeruginosa IMP-1 metallo-beta-lactamase; purified IMP-1, nitrocefin hydrolysis, epi-absorbance fluorescence; 290,000 tested, 0.45% active; inhibition, % at 5.6 µM;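 active = inhibition above the mean plus 3 SD of all compounds in the same screening run, cut at about 4.5% in these data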;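 also: 0% = IMP-1 with DMSO and 100% = DMSO wells lacking enzyme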
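system = purified recombinant IMP-1 beta-lactamase | amount = 0.2 nM IMP-1, as dispensed | medium = HEPES buffer pH 7.1 with ZnSO4 and Brij 35 | times = 25 °C, 15 min preincubation, 25 min reaction | detection = plate fluorescence quenching by hydrolysis product, ex 480/em 530 nm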
pCIP destab = p/CIP protein destabilization; AID 1984; 290,000 tested, 0.01% active; Q05BA5; decrease of EGFP signal, % at 10 µM; F442A p/CIP-EGFP cells, EGFP fluorescence, 16 h;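 active = EGFP signal decrease of at least 30% at 10 µM or well 3 SD below plate mean, unless failing retest; inactive = the rest, including hits failing retest or dose response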; also: some compounds called inactive have numbers as strong as hits; many of its hits are not listed in these tables
IDE cell inh = inhibits human insulin-degrading enzyme in HEK cells. P14735. FAbetaB cleavage, fluorescence polarization. inhibition, % at 5.59 µM. 320,000 tested, 0.41% active. AID 434962;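 active = percent inhibition above the average of all tested compounds plus 3 SD, set per screening campaign, cut at about 16% in these data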;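 also: IDE supplied by intact live HEK cells; FP after avidin binding of uncleaved biotin substrate so inhibition keeps polarization high; 0% = DMSO wells and 100% = 60 µM reference IDE inhibitor Ii1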
DNA FID counter = displaces DNA intercalator in HCV helicase counter-screen; 290,000 tested, 0.17% active; inhibition, % at 7.9 µM; AID 1845; DNA fluorescent intercalator displacement, fluorescence; in the data active = inhibition above about 37%;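 also: 0% = vehicle and 100% = reference compound; higher means more ethidium bromide displaced from hairpin DNA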
IDE cell activ = activators of human insulin-degrading enzyme in cells | HEK cells, FAbeta-B cleavage, fluorescence polarization; 0% vehicle, 100% cell-free pure enzyme wells | P14735 | 340,000 tested, 0.073% active | activation, % at 5.96 µM;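 active = activation above the mean of all tested compounds plus 3 SD, set per screening campaign, cut at about 17% in these data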
PfM18AAP inh = blocks P. falciparum M18 aspartyl aminopeptidase. inhibition, % at 7.35 µM. recombinant PfM18AAP, H-Glu-NHMec fluorogenic cleavage. 290,000 tested, 1.2% active;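 active = inhibition above the campaign mean inhibition over all tested compounds plus 3 SD, cut at about 28% in these data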;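 also: 0% = plate median of test compound wells and 100% = 2 mM ZnCl2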
UBC9 SUMO inh = blocks human SUMOylation mediated by UBC9. P63279. HTRF SUMOylation assay, SAE1/SAE2 + UBC9, in vitro. inhibition, % at 35 µM. 290,000 tested, 0.36% active. AID 2006; in the data active = inhibition above about 50%, passing the limit was not always enough; also: strong numbers were not always called active
Target sequence (P63279 whole entry, looked up): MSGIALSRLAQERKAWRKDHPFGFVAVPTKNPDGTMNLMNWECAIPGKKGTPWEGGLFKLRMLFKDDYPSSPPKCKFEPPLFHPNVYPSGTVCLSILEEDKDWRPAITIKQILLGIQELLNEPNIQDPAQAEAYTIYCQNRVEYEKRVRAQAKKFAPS
The depositor's hits bear a star; . = not tested or not shown. An unsorted share of the library. Share with any hit: about 3.6%.

Values run as follows: VIM-2 inh	NS3 helicase inh	IMP-1 inhibitor	pCIP destab	IDE cell inh	DNA FID counter	IDE cell activ	PfM18AAP inh	UBC9 SUMO inh
Cc1ccc(/C=C2\SC(=S)N(CCC(=O)NNS(=O)(=O)c3ccc(C)cc3)C2=O)cc1
 : -1.7	10	-0.8	-12	1	-7	-1	2	9
COCCn1c(-c2ccccc2)nc(=S)c2c1CC(C)(C)OC2
 : -0.2	3	-7.6	-6	3	-2	3	-11	6
O=C(c1ccco1)N1CCN(Cc2nc3cc(Cl)ccc3c(=O)[nH]2)CC1
 : -2.2	19	-1.2	-5	-6	-11	-2	-9	5
CN=C(NC#N)NCCSCc1nc[nH]c1C
 : -0.7	5	-2.5	-4	1	0	-1	-1	-6
O=C(NCCN1CCN(c2cccc(Cl)c2)CC1)C1CCCN(S(=O)(=O)c2cnc[nH]2)C1 (stereo unspecified)
 : 1.2	-12	-3.2	-17	1	-6	4	2	3
CCCn1c(SCc2nc3sc(C)c(C)c3c(=O)[nH]2)nc2ccccc2c1=O
 : -1.4	-6	-0.7	0	8	0	6	10	40
Cc1ccc(CNC(=O)c2ccc3c(=O)n4c(-c5ccc(C)cc5)csc4nc3c2)cc1
 : .	.	.	-13	4	.	6	.	12
CC(C)(C)c1cn(-c2ccccc2)c(=S)[nH]1
 : -3.3	2	-3.0	-8	4	-9	3	15	24
CC(=O)c1cccc(NC(=O)c2ccc(S(=O)(=O)N3CCCCC3)cc2)c1
 : -1.5	2	-6.6	-5	-5	-13	-3	-3	13
Brc1ccc(C2=Nn3c(nnc3-c3n[nH]c4c3CCC4)SC2)cc1
 : 2.9	-1	-2.0	-19	-1	-18	2	-4	2
O=C(O)c1ccccc1N/N=C/C1=C(N2CCOCC2)C(=C\c2ccccc2)/CC1
 : 0.4	30	1.5	-2	5	-21	6	5	21
CC1C(=O)N(Cc2ccccc2F)c2ccccc2N1C(=O)c1c(F)cccc1F (stereo unspecified)
 : 0.0	9	1.6	-10	-1	-37	0	-6	-6
COc1ccc(CN(C)C(=S)Nc2ccc(Cl)cc2Cl)cc1
 : -3.9	-1	-3.5	16	11	-13	0	3	6
CCOC(=O)N1CCC(N2CCN(Cc3ccccc3)C(CCO)C2)CC1 (stereo unspecified)
 : -3.9	6	-2.4	0	2	-4	-3	2	-11
O=C(CCN1CCN(c2ccccc2)CC1)Nc1ccccc1F
 : -2.9	-3	-4.8	-6	-2	-1	0	2	10
O=[N+]([O-])c1cccc(-c2ccc(C(=S)N3CCN(c4ccccc4)CC3)o2)c1
 : -3.2	-6	-1.8	-6	-8	1	.	2	6
Cc1ccc(NC(=O)C2C3CCCC2C3c2ccccc2)cc1C (stereo unspecified)
 : -2.8	2	-0.6	-3	0	-1	0	-4	12
Cc1ccc(C)c(S(=O)(=O)NNC(=O)c2sc(NS(=O)(=O)c3ccccc3)nc2C)c1
 : -3.2	30	-2.9	0	7	-57	3	36*	6
CCC1CCCCN1CC(O)COCc1cccc(OC)c1 (stereo unspecified)
 : -0.9	-1	-1.9	-2	-4	-5	8	4	17
CCOc1cc(/C=C(\C#N)C(=O)NCC2CCCO2)ccc1OCC(N)=O (stereo unspecified)
 : -4.0	-3	-2.8	-5	3	5	1	-3	18
CC(=O)c1cccc(NC(=O)CSc2nc(N3CCOCC3)nc(N3CCOCC3)n2)c1
 : -1.9	-1	-2.4	-3	13	-42	-33	4	17
COc1nc(Oc2ccc(/C=N/O)cc2)nc(N(C)C)n1
 : 0.0	6	-3.2	4	-1	-2	1	-7	15
O=C(Nc1nc2ccccc2s1)Nc1ccc([N+](=O)[O-])cc1Cl
 : -1.0	4	-1.0	-5	1	2	.	-4	8
COc1ccc(-c2cc3c(=O)n(CC(=O)NCCN4CCCC4)nc(C)n3n2)cc1
 : 3.8	-6	-0.6	0	-4	14	7	-1	24
CCn1c(=O)c(=O)[nH]c2c(=O)oc3ccc(S(=O)(=O)Nc4ccc(OC)cc4)cc3c21
 : -1.4	6	-2.0	7	6	-5	0	0	-6
Cc1nc(C(=O)N(C)C)nn1-c1ccc([N+](=O)[O-])cc1
 : -2.3	11	-3.3	-8	2	1	1	-3	15
N#CCCn1c(O)c(N=NC(=O)CNC(=O)c2cccs2)c2ccccc21
 : -2.5	17	-1.8	-13	0	-4	0	-14	-6
Cc1ccc2cc(C#N)c(N3CCCN(C(=O)c4cnccn4)CC3)nc2c1
 : -1.3	-5	-0.4	5	3	-31	-1	0	0
Fc1ccc(/C=N/NC(=S)Nc2cccnc2)cc1F
 : -0.1	-7	-0.4	11	4	-7	2	12	-8
Clc1ccc(N/N=C/c2ccncc2)cc1Cl
 : -2.8	-2	-2.9	7	2	3	8	-6	-7

Compound profiles, from the list above. Values in the order: VIM-2 inh	NS3 helicase inh	IMP-1 inhibitor	pCIP destab	IDE cell inh	DNA FID counter	IDE cell activ	PfM18AAP inh	UBC9 SUMO inh
Cc1ccc2cc(C#N)c(N3CCCN(C(=O)c4cnccn4)CC3)nc2c1 across the screens: -1.3	-5	-0.4	5	3	-31	-1	0	0
O=C(CCN1CCN(c2ccccc2)CC1)Nc1ccccc1F across the screens: -2.9	-3	-4.8	-6	-2	-1	0	2	10

Additional records:
Values run as follows: VIM-2 inh	NS3 helicase inh	IMP-1 inhibitor	pCIP destab	IDE cell inh	DNA FID counter	IDE cell activ	PfM18AAP inh	UBC9 SUMO inh
CCOC(=O)c1cccc(Nc2ncnc3ccccc23)c1
 : 1.2	-10	-1.1	0	4	-11	-4	0	0
O=C(N/N=C/C=C/c1ccccc1)c1ccc(Br)cc1
 : -0.9	-1	-2.5	3	2	-2	5	4	2
Clc1ccc(Cn2cccn2)cn1
 : -0.7	6	-2.1	-9	1	-1	-2	-2	24
CC(=O)Nc1cc(Br)ccc1O
 : 0.3	11	0.5	2	-3	-2	4	3	-11
CC(=O)c1c[nH]c(C(=O)NCc2cccc(C(F)(F)F)c2)c1
 : -1.9	13	-3.5	-8	3	-15	1	0	-18
CCc1nnc(NS(=O)(=O)c2ccc(NC(=O)Nc3ccc(OC)cc3)cc2)s1
 : -0.6	6	-1.4	8	-4	-32	1	4	0
CC1Nc2ccccc2C(=O)N1NS(=O)(=O)c1ccccc1 (stereo unspecified)
 : -0.1	7	-1.5	-2	-6	-2	0	2	2
CCOC(=O)c1ccc(N2NC(=O)/C(=C/c3ccc(OC(=O)c4ccco4)c(OC)c3)C2=O)cc1
 : -2.2	29	-2.4	12	1	-5	.	-5	27
COC(=O)c1ccc(CN2CCC(CO)(CCOc3ccccc3)CC2)cc1
 : 2.2	-1	-1.6	-11	0	7	7	-1	2
Cc1ccc(N(CC(=O)Nc2ccc3c(c2)OCCO3)S(C)(=O)=O)cc1
 : -2.6	-4	-2.8	-24	2	-17	0	1	-18
Cc1ccc(C)c(OCc2cc(C(=O)N3CCNC(=O)C3)no2)c1
 : -2.8	8	-2.8	-8	7	-16	-15	2	8
COc1ccc(CCNC(=O)C2CC(=O)N(c3ccc(F)cc3)C2)cc1OC (stereo unspecified)
 : -0.5	6	-1.7	-18	0	0	4	-4	17
O=C(Nn1c(-c2ccccc2)nc2ccccc2c1=O)C1CCC1
 : -4.8	2	-1.6	-14	9	-1	-3	-4	19
COc1ccc(NC(=O)NCc2cccn2C)c(OC)c1
 : -1.9	15	-1.7	-1	8	-1	7	1	5
CC1=CC(=C(C#N)C#N)C=C(C)N1CCN1CCNCC1
 : 1.6	0	-1.6	8	5	5	1	3	8
Clc1cccc(Cl)c1Cn1cnc2c(NCc3ccco3)ncnc21
 : -3.4	1	-2.6	-8	2	-2	3	-2	3
On1c2c(c3c4nonc4ccc31)CCCC2
 : -0.7	6	-4.4	2	-1	-5	.	7	14
c1csc(CNCCCN2CCOCC2)c1
 : -0.2	3	-0.9	-5	-2	8	2	-6	18
CC(O)CNc1ccc([N+](=O)[O-])cc1S(=O)(=O)N1CCOCC1 (stereo unspecified)
 : -4.2	0	-4.0	-58	3	-5	-7	4	16
O=C1c2ccccc2NC(c2ccccc2Cl)N1N=C1CCCCCC1 (stereo unspecified)
 : -2.8	-5	-3.1	-13	4	-11	-3	6	29
NC(=S)N=Nc1c(O)[nH]c2ccccc12
 : -2.7	4	-5.3	2	3	-1	5	6	12

Of the compounds above, 9 contain an NH in an aromatic ring:
Values run as follows: VIM-2 inh	NS3 helicase inh	IMP-1 inhibitor	pCIP destab	IDE cell inh	DNA FID counter	IDE cell activ	PfM18AAP inh	UBC9 SUMO inh
O=C(c1ccco1)N1CCN(Cc2nc3cc(Cl)ccc3c(=O)[nH]2)CC1
 : -2.2	19	-1.2	-5	-6	-11	-2	-9	5
CN=C(NC#N)NCCSCc1nc[nH]c1C
 : -0.7	5	-2.5	-4	1	0	-1	-1	-6
O=C(NCCN1CCN(c2cccc(Cl)c2)CC1)C1CCCN(S(=O)(=O)c2cnc[nH]2)C1 (stereo unspecified)
 : 1.2	-12	-3.2	-17	1	-6	4	2	3
CCCn1c(SCc2nc3sc(C)c(C)c3c(=O)[nH]2)nc2ccccc2c1=O
 : -1.4	-6	-0.7	0	8	0	6	10	40
CC(C)(C)c1cn(-c2ccccc2)c(=S)[nH]1
 : -3.3	2	-3.0	-8	4	-9	3	15	24
Brc1ccc(C2=Nn3c(nnc3-c3n[nH]c4c3CCC4)SC2)cc1
 : 2.9	-1	-2.0	-19	-1	-18	2	-4	2
CCn1c(=O)c(=O)[nH]c2c(=O)oc3ccc(S(=O)(=O)Nc4ccc(OC)cc4)cc3c21
 : -1.4	6	-2.0	7	6	-5	0	0	-6
CC(=O)c1c[nH]c(C(=O)NCc2cccc(C(F)(F)F)c2)c1
 : -1.9	13	-3.5	-8	3	-15	1	0	-18
NC(=S)N=Nc1c(O)[nH]c2ccccc12
 : -2.7	4	-5.3	2	3	-1	5	6	12

Screening data: PubChem, several laboratories
